Growth percent in the NCI-60 one-dose screen (48 h, 10 µM unless noted): 100 = growth as untreated, 0 = no growth, -100 = all killed.
HCT-15: HCT-15 colon cancer | AID 1794746 | 82,000 compounds, 5.2% hits
SW-620: SW-620 colon cancer. 82,000 compounds, 5.2% hits
NCI-H322M: NCI-H322M lung cancer. 80,000 compounds, 2.7% hits
NCI-H226: NCI-H226 lung cancer; 79,000 compounds, 3.5% hits; AID 1794732
COLO 205: COLO 205 colon cancer; AID 1794742; 79,000 compounds, 7.3% hits
KM12: KM12 colon cancer cells. AID 1794800. 82,000 compounds, 5% hits
NCI-H460: NCI-H460 lung cancer; 82,000 compounds, 6.8% hits
HCT-116: HCT-116 colon cancer | 82,000 compounds, 7.3% hits | AID 1794798
HT29: HT29 colon cancer. AID 1794748. 81,000 compounds, 7.4% hits
* marks the source's active call; other numbers are inactive results; . = not tested or not shown; [ ] = dose if it differs, or a comment. How the source made its calls: active means growth percent below 10; inactive means the rest.

SMILES	HCT-15	SW-620	NCI-H322M	NCI-H226	COLO 205	KM12	NCI-H460	HCT-116	HT29
COc1ccc(NC(=O)c2sc3c(=O)[nH]c(C)nc3c2C)cc1	102.6	109.6	109.2	99.1	120.7	105.5	113.4	94.6	95.5
CC1(C)CC[C@]2(C(=O)N3CCNCC3)CC[C@]3(C)C(=CC[C@@H]4[C@@]5(C)CC[C@H](OC(=O)c6cccnc6)C(C)(C)[C@@H]5CC[C@]43C)[C@@H]2C1	98.0	96.2	95.8	104.3	110.6	103.7	107.1	91.8	90.4
Nc1c2c(nc3ccc(Cl)cc13)CC(c1ccc(O)cc1)CC2=O (stereo not drawn)	29.3	33.8	56.2	90.5	123.0	26.7	23.2	26.2	101.4
Cc1ccc(NC(=O)/C=C/c2ccc(OCCOc3ccc4c(C)cc(=O)oc4c3)cc2)cc1	80.0	96.6	91.9	102.4	102.7	.	104.2	102.0	104.4
COc1ccc(-c2noc(C(=O)O)c2-c2cccc(OC)c2)cc1	104.7	104.3	102.2	99.2	109.3	96.7	109.7	102.4	98.6
O=C1NC(=O)c2cc(Cl)ccc21	88.6	98.0	95.1	95.7	104.3	105.3	102.6	93.7	101.9
CCCCOCCOC(=O)c1ccccc1C(=O)OCCOCCCC	100.6	97.3	90.4	88.0	105.5	114.9	91.9	109.5	104.6
COc1ccc(/C=C2\N=C3N(c4ccccc4)C(C(OC(C)=O)C(OC(C)=O)C(OC(C)=O)C(COC(C)=O)OC(C)=O)N(C(C)=O)N3C2=O)cc1 (stereo not drawn)	89.9	102.7	89.2	86.7	124.6	80.8	94.2	84.6	106.4
COc1ccc(CN2CCc3c(Oc4ccccc4)nc(N)nc3C2=O)c(OC)c1	92.1	95.5	97.5	91.4	122.4	94.1	94.8	87.7	.
N#Cc1nc(-c2ccccc2)oc1S(=O)(=O)n1ncnc1N	85.0	81.7	102.8	90.8	70.8	108.0	109.5	95.1	91.4
NCCCNc1nc2ccccc2c2c(=O)c3cc(F)cc(F)c3sc12	77.0	-75.6*	84.5	92.5	63.6	79.1	-75.1*	53.2	-49.7*
Cn1c(=O)c(C#N)c(-c2ccccc2)n2c(=S)n(CN(CCO)CCO)nc12	97.4	107.8	106.5	110.2	125.4	116.3	102.4	94.3	111.8
Clc1ccc(/C=C/c2nc(N3CCOCC3)c3nc(Cl)c(Cl)cc3n2)cc1	94.3	114.1	110.8	106.3	101.6	113.6	105.2	83.7	105.1
CCCC(O)Cn1ncc(C(=O)OCC)c1NC(=O)NCc1ccc(C(F)(F)F)cc1 (stereo not drawn)	95.1	102.6	92.0	94.6	106.4	87.1	91.7	41.8	84.9
CCCCCCCC/C=C\CCCCCCCCOc1ccccc1CC(=O)NCC[N+]1(C)CCOCC1	92.5	81.7	93.7	62.3	17.3	47.3	39.4	71.8	44.9
Oc1c(C(Nc2cccc3ccccc23)c2ccccc2)ccc2cccnc12 (stereo not drawn)	28.1	37.6	37.2	50.6	38.0	36.0	5.7*	15.6	29.3
NC(=O)c1ccc(NC(=O)c2oc3ccccc3c2-c2cnn(-c3ccccc3)c2)cc1	43.2[50 µM]	12.8[50 µM]	23.7[50 µM]	13.9[50 µM]	19.9[50 µM]	34.1[50 µM]	5.8*[50 µM]	9.7*[50 µM]	2.1*[50 µM]
COc1ccc(CN2[C@@H](C(=O)NCc3ccc(C(=O)NO)cc3)Cc3c([nH]c4ccccc34)[C@@H]2C)cc1	19.1	-31.3*	30.5	45.8	-12.6*	20.4	11.7	10.0*	17.6
COc1ccc2c(c1)CSC(c1ccccc1)C2=O (stereo not drawn)	102.6	99.1	96.9	.	124.3	100.5	103.3	103.2	100.5
COc1nc2c(c(=O)[nH]1)C1(C(=O)Nc3ccccc31)c1c(nc(OC)[nH]c1=O)N2	102.2	103.4	102.9	103.4	99.9	95.4	101.8	111.3	97.5
N#CC1C2=C(Cc3ccccc3C2)C2(C(=O)Nc3ccccc32)C(C#N)(C#N)C1N (stereo not drawn)	58.7	67.0	81.2	73.2	96.9	45.8	67.3	57.0	80.3
C[C@H]1[C@H](C)CC[C@]2(C(N)=O)CC[C@]3(C)C(=CC[C@@H]4[C@@]5(C)CCC(=O)C(C)(C)[C@@H]5CC[C@]43C)[C@H]12	99.1	96.9	93.6	96.9	95.0	93.8	95.9	95.5	69.5
CC(O)C(=O)NCc1ccccc1 (stereo not drawn)	95.5	99.0	99.5	92.1	105.4	98.4	102.7	96.7	101.3
CC(=O)OCC(=O)[C@@]1(O)CCC2C3CCC4=CC(=O)CC[C@]4(C)C3[C@@H](O)C[C@@]21C (stereo partly drawn)	98.3	103.2	96.8	72.1	104.1	106.4	94.7	94.0	95.9
Cc1ccc(S(=O)(=O)NN(Cc2ccccc2)Cc2ccccc2)cc1	105.4	102.3	.	109.3	118.9	100.8	.	106.0	105.8
Ic1ncnc2nc[nH]c12	96.8	107.5	108.7	96.4	110.6	118.5	105.4	101.2	104.0
CCOC(=O)C1=C(C)NC(C)=C(C(=O)OCC)C1(C)C	101.2	117.5	107.1	98.8	113.5	118.0	111.3	100.3	.
O=C1NC(=O)/C(=C\c2cccc(Oc3ccccc3)c2)S1	107.5	104.5	95.7	99.5	114.4	98.6	100.2	98.3	108.9
CCCCC1(CC(=O)OCC)SCCN1C(N)=O (stereo not drawn)	97.0	107.5	112.8	100.8	106.9	106.8	108.1	106.1	107.8
N#CC1=C(N)Oc2c(c(N)nn2-c2ccccc2)C1c1ccccc1 (stereo not drawn)	102.1	103.4	97.0	94.1	105.3	104.0	104.1	106.0	103.1

Gathered by group: the compounds so far with a cyano group (four)
SMILES	HCT-15	SW-620	NCI-H322M	NCI-H226	COLO 205	KM12	NCI-H460	HCT-116	HT29
N#Cc1nc(-c2ccccc2)oc1S(=O)(=O)n1ncnc1N	85.0	81.7	102.8	90.8	70.8	108.0	109.5	95.1	91.4
Cn1c(=O)c(C#N)c(-c2ccccc2)n2c(=S)n(CN(CCO)CCO)nc12	97.4	107.8	106.5	110.2	125.4	116.3	102.4	94.3	111.8
N#CC1C2=C(Cc3ccccc3C2)C2(C(=O)Nc3ccccc32)C(C#N)(C#N)C1N (stereo not drawn)	58.7	67.0	81.2	73.2	96.9	45.8	67.3	57.0	80.3
N#CC1=C(N)Oc2c(c(N)nn2-c2ccccc2)C1c1ccccc1 (stereo not drawn)	102.1	103.4	97.0	94.1	105.3	104.0	104.1	106.0	103.1

The list continues.
SMILES	HCT-15	SW-620	NCI-H322M	NCI-H226	COLO 205	KM12	NCI-H460	HCT-116	HT29
Cn1cnc2ccccc2c1=O	100.3	.	107.5	102.7	114.6	103.3	110.0	99.7	99.1
O=C(N/N=C/c1ccc(O)c(O)c1)c1sc2ccccc2c1Cl	33.9	75.2	98.5	68.8	53.5	89.0	46.0	80.0	105.0
O=[N+]([O-])c1cccc(-c2nc3sccn3c2-c2ccnc(NCCCNS(=O)(=O)c3ccc(C(F)(F)F)cc3)n2)c1	17.6	66.6	63.1	23.8	24.7	23.9	40.2	30.5	36.8
CCOC(=O)CC(C#N)c1ccc([N+](=O)[O-])cc1 (stereo not drawn)	103.8	112.1	107.0	100.5	123.8	109.1	105.9	106.5	107.8
C[C@H]1[C@H](C)CC[C@]2(COCCC#N)CC[C@]3(C)C(=CC[C@@H]4[C@@]5(C)Cc6c([nH]c7ccccc67)C(C)(C)[C@@H]5CC[C@]43C)[C@H]12	111.4	97.5	102.3	98.0	105.2	101.2	98.0	92.9	89.2
COc1cc(/C=C2\C(=O)Nc3ccccc32)cc(OC)c1O	61.6	31.5	96.0	.	111.7	32.2	40.1	46.4	75.7
O=C(NC1CCCCC1)c1ccc2ccccc2c1O	35.5	62.1	92.0	78.1	101.7	57.8	25.5	45.9	55.0
COc1ccc(OC)c(/C=C2\N=C(c3ccccc3)N(c3ccc(-c4nc5ccc(C)cc5s4)cc3)C2=O)c1	70.6	93.8	66.5	.	96.2	52.7	62.4	57.7	79.4
Cc1ccc(CBr)c2ccccc12	104.1	119.0	106.8	101.7	105.5	100.9	115.3	112.8	115.8
O=C(/C=C/c1ccccc1)COC(=O)c1ccccc1	107.8	110.8	126.4	108.4	107.4	108.1	107.6	93.2	106.0
C=C1C(=O)O[C@H]2[C@H]1CC/C(COC(=O)OCCCCCO)=C\CC[C@@]1(C)O[C@@H]21	30.9	26.8	102.1	94.8	42.5	98.0	91.5	26.7	36.0
CCNCCNc1cc(-c2ccc(Cl)cc2)c(C#N)c2nc3ccccc3n12	-78.5*	-71.9*	2.7*	56.0	.	27.8	-55.1*	-78.0*	-32.2*
Nc1nnc(CSc2nnc3n(Cc4ccccc4)c(=O)c4c5c(sc4n23)CCCC5)s1	90.4	110.3	110.9	90.6	77.4	121.4	15.4	89.5	102.1
CC(=O)O[C@H]1C[C@@]2(C)[C@@H](C/C(=N\O)[C@H]3[C@@]4(C)CC/C(=N\O)[C@@H](C)[C@@H]4CC[C@@]32C)/C1=C(\CCC=C(C)C)C(=O)O	96.3	96.5	86.7	97.6	116.5	97.8	102.0	97.8	96.9
O=S(=O)(NCCCNc1cc(-c2cn(-c3ccccc3)nc2-c2ccccc2)ccn1)c1ccc(Cl)cc1	54.8	87.1	73.4	62.6	60.3	76.4	73.7	57.8	21.2

Profiles as entered above. Order of values: HCT-15, SW-620, NCI-H322M, NCI-H226, COLO 205, KM12, NCI-H460, HCT-116, HT29
O=[N+]([O-])c1cccc(-c2nc3sccn3c2-c2ccnc(NCCCNS(=O)(=O)c3ccc(C(F)(F)F)cc3)n2)c1 across the screens: 17.6, 66.6, 63.1, 23.8, 24.7, 23.9, 40.2, 30.5, 36.8
COc1ccc(/C=C2\N=C3N(c4ccccc4)C(C(OC(C)=O)C(OC(C)=O)C(OC(C)=O)C(COC(C)=O)OC(C)=O)N(C(C)=O)N3C2=O)cc1 (stereo not drawn) across the screens: 89.9, 102.7, 89.2, 86.7, 124.6, 80.8, 94.2, 84.6, 106.4

(listing goes on)
SMILES	HCT-15	SW-620	NCI-H322M	NCI-H226	COLO 205	KM12	NCI-H460	HCT-116	HT29
CNC(=O)c1cc(-c2ccc(NS(=O)(=O)c3ccc(F)cc3)cc2)nc2cccnc12	69.8	108.3	97.9	75.7	72.1	84.7	97.3	60.2	58.0
NN(c1ccccc1)c1ccccc1	82.1	93.2	93.0	86.5	87.9	85.3	89.1	81.7	100.1
O=C(CN1C(=O)S/C(=C\c2ccccc2)C1=O)Nc1ncc(Cc2ccccc2)s1	102.3	92.6	92.0	88.0	104.6	100.1	99.3	85.2	107.5
CCC1CCc2nc3sc(C(=O)Nc4cccc(F)c4)c(N)c3cc2C1 (stereo not drawn)	31.7	40.6	87.8	85.2	67.8	41.3	74.5	60.0	33.5
COc1ccc(-c2c(N)n[nH]c2-c2ccccc2O)cc1	104.8	116.3	92.6	89.0	141.5	156.3	107.2	96.6	112.8
COc1cc([C@@H]2N=C(N)NC(C)=C2C(=O)Nc2nc(-c3ccc(Cl)cc3)cs2)ccc1O	87.0	100.0	92.1	85.3	106.4	83.5	97.4	82.1	96.7
Nc1[nH]c(=O)[nH]c(=O)c1N	104.1	104.8	104.9	97.1	105.9	108.1	108.9	100.7	102.6
COc1cc(/C=C/C(=O)c2c(C)[n+]([O-])c3ccccc3[n+]2[O-])ccc1O	93.5	92.9	99.4	98.5	121.4	108.2	91.4	91.2	161.3
